POLB inh: blocks human DNA polymerase beta activity. P06746. Pol beta primer extension/strand displacement, fluorescence kinetic. Potency, µM (titrated, usually from 114 µM), for inactives: at the top dose activity change, negative = inhibition, hits mostly inhibitors. actives 1.3% (n = 340,000). AID 485314; further: on the % scale 0 is the no-effect control and ±100 the full control effect
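Curves were derived by four-parameter Hill fits of normalized qHTS data. The kinetic fluorescent primer-extension read was taken at 0 and 10 min after 50 nM substrate, following a 15 min room-temperature preincubation of 10 nM enzyme with compounds.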
Pol kappa inh: blocks human DNA polymerase kappa activity. AID 588579. actives 0.53% (n = 400,000). Q9UBT6. Potency, µM (highest dose often 107 µM), without a hit: at the top dose activity, negative = inhibition, hits mostly inhibitors. purified Pol kappa, fluorescent DNA synthesis assay, 10 min; further: on the % scale 0 is the no-effect control and ±100 the full control effect
Target sequence (Q9UBT6 whole entry, looked up): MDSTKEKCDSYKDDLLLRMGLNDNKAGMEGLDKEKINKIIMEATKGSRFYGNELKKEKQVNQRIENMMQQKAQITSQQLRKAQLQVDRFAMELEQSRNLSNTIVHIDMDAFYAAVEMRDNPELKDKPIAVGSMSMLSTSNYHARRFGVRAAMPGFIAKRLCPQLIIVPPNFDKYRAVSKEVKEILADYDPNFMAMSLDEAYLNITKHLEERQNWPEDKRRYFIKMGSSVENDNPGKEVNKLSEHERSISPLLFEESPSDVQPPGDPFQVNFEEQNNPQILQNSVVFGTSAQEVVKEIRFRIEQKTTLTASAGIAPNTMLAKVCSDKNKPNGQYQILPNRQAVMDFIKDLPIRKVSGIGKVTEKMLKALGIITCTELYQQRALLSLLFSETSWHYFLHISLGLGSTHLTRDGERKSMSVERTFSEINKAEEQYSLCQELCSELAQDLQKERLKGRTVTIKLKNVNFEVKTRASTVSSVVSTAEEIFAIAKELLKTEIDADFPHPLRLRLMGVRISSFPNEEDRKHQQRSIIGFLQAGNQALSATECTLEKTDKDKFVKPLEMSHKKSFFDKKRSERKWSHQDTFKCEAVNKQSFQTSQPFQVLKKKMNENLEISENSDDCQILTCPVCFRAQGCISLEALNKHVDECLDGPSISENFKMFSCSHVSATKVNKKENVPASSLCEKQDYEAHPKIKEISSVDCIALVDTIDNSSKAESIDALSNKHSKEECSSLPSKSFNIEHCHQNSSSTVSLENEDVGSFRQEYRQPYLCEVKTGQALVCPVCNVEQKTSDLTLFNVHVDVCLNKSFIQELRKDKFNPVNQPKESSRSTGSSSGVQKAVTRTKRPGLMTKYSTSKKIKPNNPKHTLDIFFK
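Fluorescent qHTS in 1536-well format: enzyme (10 nM) and compound sat 15 min at room temperature before 50 nM substrate (final) was added. Signal taken at 0 and 10 min; no-enzyme buffer wells were negative controls.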
BAZ2B inh: blocks human BAZ2B; Q9UIF8; AlphaScreen BAZ2B-H3K14Ac peptide displacement; Potency, µM (series often up to 114 µM), for inactives: at the top dose activity change, negative = inhibition, hits mostly inhibitors; actives 4.4% (n = 360,000); AID 504333; further: on the % scale 0 is the no-effect control and ±100 the full control effect; nearly all actives have a fitted effect of over 60% in size
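In this displacement format the biotinylated H3(5-23) peptide acetylated at Lys14 serves as ligand at 50 nM, with BAZ2B at 50 nM in PBS pH 7.4 containing 0.01% Tween-20. Donor and acceptor beads are 10 ug/mL final.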
POLH inh: DNA polymerase eta (human) inhibition. AID 588591. actives 1.2% (n = 390,000). Potency, µM (doses to about 114 µM), inactives show at the highest dose activity change, negative = inhibition, most hits filed as inhibitors. Q9Y253. recombinant Pol eta, fluorescent DNA replication assay; further: on the % scale 0 is the no-effect control and ±100 the full control effect
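Pol eta (10 nM) was preincubated with compounds for 15 min at room temperature, after which fluorescent replication substrate (50 nM final) was added to start the reaction. Fluorescence was read kinetically at 0 and 10 min.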
POLI inh: blocks human DNA polymerase iota activity; Q9UNA4; Pol iota fluorescent replication assay, 10 min; Potency, µM (doses to about 115 µM), for the others: at the highest dose activity, negative = inhibition, usual class: inhibitors; actives 1% (n = 390,000); AID 588590
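Fluorescent replication assay read twice, at 0 min and 10 min after adding 50 nM (final) substrate. Enzyme (10 nM) and compounds were first incubated 15 min at room temperature; enzyme-free buffer wells were negative controls.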
G9a inh: blocks human histone lysine methyltransferase G9a. Q96KQ7. G9a H3K9 monomethylation, AlphaScreen, 2 h. Potency, µM (titrated, usually from 102 µM), without a hit: at the highest dose activity, negative = inhibition, most hits filed as inhibitors. actives 8.8% (n = 350,000). AID 504332; further: on the % scale 0 is the no-effect control and ±100 the full control effect; nearly all actives have a fitted effect of over 75% in size
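Using a bead-based AlphaScreen, monomethylated H3K9 product from 2 h room-temperature reactions (G9a 20 nM, peptide 500 nM, SAM 20 uM) was detected with 0.5 ug/mL rabbit anti-H3K9me1 antibody.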
Apoferritin bind: candidate novel general anesthetic via apoferritin binding; apoferritin/1-aminoanthracene competitive binding, fluorescence; P02791; Potency, µM (series often up to 77.5 µM), without a hit: top-dose activity change, negative = displacement, hits mostly inhibitors; actives 0.074% (n = 350,000); AID 485281; further: on the % scale 0 is the no-effect control and ±100 the full control effect; nearly all actives have a fitted effect of over 20% in size
Target sequence (P02791 2-175 limits assumed): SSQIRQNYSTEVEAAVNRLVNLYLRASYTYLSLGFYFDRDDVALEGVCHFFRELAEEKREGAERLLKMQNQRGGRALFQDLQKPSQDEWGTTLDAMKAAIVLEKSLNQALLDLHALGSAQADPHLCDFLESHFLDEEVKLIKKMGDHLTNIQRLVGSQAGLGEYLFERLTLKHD
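Read-out: endpoint 1-AMA fluorescence, excitation 380 nm and emission 535 nm, after compounds sit 10 min at room temperature with 10 uM horse-spleen apoferritin in 50% saturated 1-AMA/PBS. Values come from four-parameter Hill fits.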
BLM inh: Bloom syndrome helicase (human) inhibition | Potency, µM (highest dose often 56.1 µM), for inactives: top-dose activity change, negative = inhibition, most hits filed as inhibitors | actives 0.2% (n = 350,000) | AID 2528 | recombinant BLM DNA unwinding, fluorescence dequenching;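 further: plate controls were vehicle for no effect and no enzyme for full effect; nearly all actives have a fitted effect of over 35% in size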
APE1 inh: inhibitors of human APE1 endonuclease. recombinant APE1, TAMRA/BHQ-2 abasic DNA cleavage fluorescence. actives 0.35% (n = 350,000). P27695. Potency, µM (doses to about 65.8 µM), for the others: top-dose activity change, negative = inhibition, most hits filed as inhibitors. AID 2517;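 further: plate controls were vehicle for no effect and reference inhibitor for full effect; nearly all actives have a fitted effect of over 55% in size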
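Activity was derived from the fluorescence gain between first and third kinetic reads (60 s intervals, ex 525/em 598 nm) after 50 nM THF-abasic TAMRA/BHQ-2 duplex was added to 0.75 nM APE1 preincubated 15 min with compound.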
Starred values were filed as active, the others as inactive; ? = inconclusive; / = no result given; [ ] = dose if it differs, or a comment. The call rests on the fitted dose curve; in most records, active means well fitted curve in the direction sought with a large enough effect; inconclusive means small, poorly fitted or top-dose-only effect, or another doubt; inactive means no such curve, though single readings can be large; an effect the other way counts as inactive or inconclusive. Potency means the concentration at half of the fitted maximal effect. The list is partial, so the mix of outcomes need not match the whole.

item	smiles	POLB inh	Pol kappa inh	BAZ2B inh	POLH inh	POLI inh
1	Cc1cccc(NC(=O)[C@H](Cc2ccccc2)NC(=O)OCc2ccccc2)c1	-15%	3%	4%	-15%	17%
2	N#CC1=C(SCc2ccccc2)NC(=O)CC1c1ccco1 (configuration not stated)	?	-44%	/	-29%	-9%
3	N#CCCN(C(=O)COC(=O)c1ccc2c(=O)n3c(nc2c1)CCC3)c1ccc(F)cc1	0%	-2%	-11%	1%	-3%
4	COc1cccc(CNC(=O)c2ccc(COc3ccccc3)cc2)c1	108%	-15%	-8%	-18%	9%
5	Cc1cccc(C)c1NC(=O)Cn1nnc(C(=O)Nc2c(C)cccc2C)c1N	29%	-15%	/	-12%	15%
6	COc1ccc([C@H]2CC(=O)C=C(c3cc(Br)ccc3OC)C2)cc1	/	-11%	/	-2%	5%
7	Cc1ccc(CNC(=O)C2CC(c3ccccc3[N+](=O)[O-])=NO2)o1 (configuration not stated)	38%	2%	-8%	-7%	17%
8	COc1cccc(N2CCN(C(=O)c3cc(-c4ccccc4)nc4c3cnn4C(C)C)CC2)c1	/	-12%	/	-12%	?
9	CSc1ccccc1OCc1cc(C(=O)N(C)C(C)c2ccccn2)no1 (configuration not stated)	-2%	-7%	-33%	-20%	6%
10	COc1ccc(OC)c(CCNC(=O)Cn2ncc3c([nH]c4ccccc43)c2=O)c1	1%	3%	18%	-7%	16%
11	Cc1ccc(CNC(=S)NC2CCCCC2)cc1	35%	8%	-21%	-11%	26%
12	O=S(=O)(O)c1nc2ccccc2n1Cc1ccc(Cl)cc1	5%	-4%	?	-9%	18%

item	G9a inh	Apoferritin bind	BLM inh	APE1 inh
1	19%[59 µM]	-4%	2%	4%
2	?	-22%	-6%	-5%
3	-23%	-10%	1%	-8%
4	/	-6%	-4%	-3%
5	1%[59 µM]	-9%	2%	/
6	/	/	/	-20%
7	?	-11%	-2%	1%
8	/	/	/	-18%
9	?	?	1%	38%
10	36%[59 µM]	9%	2%	/
11	66%[activator]	?	-4%	18%
12	50µM*	-13%	-3%	2%

item	smiles	POLB inh	Pol kappa inh	BAZ2B inh	POLH inh	POLI inh
13	Cc1cccc(N2CCN(C(=O)CN3C(=O)COc4ccc(S(=O)(=O)N5CCCCCC5)cc43)CC2)c1C	-6%	1%	-21%	-18%	20%
14	COc1ccccc1N1C(=O)N(C(C)=O)C2C1Nc1ccccc1N2C (configuration not stated)	4%	-8%	/	0%	?
15	COc1ccccc1N(CC(=O)Nc1ccc(Br)cc1F)S(=O)(=O)c1cccs1	/	-9%	8%	-7%	17%
16	CCCCN(C(=O)C1CCCO1)c1c(N)n(CC(C)C)c(=O)[nH]c1=O (configuration not stated)	/	-6%	6%	-9%	18%
17	Cc1ccc(CNC(=O)CCC2CCCN(C(=O)c3ccc4c(c3)OCO4)C2)o1 (configuration not stated)	-11%	4%	-15%	15%	21%
18	CCN(CC)C(=O)N1CCN(C(=O)N2CCOCC2)CC1	?	0%	1%	-3%	20%
19	Cc1ccc(S(=O)(=O)NC(CC(C)C)C(=O)N2CCCCCCC2)cc1 (configuration not stated)	/	-6%	7%	-22%	44%[activator]
20	Cc1cc(C)n2nc(SCC(=O)c3ccccc3)nc2n1	38%	3%[60.1 µM]	-6%	5%	10%
21	COc1ccccc1C(=O)N(C1=NC(C)CS1)c1ccc(Cl)cc1 (configuration not stated)	27%	-1%	2%	-19%	28%
22	N#Cc1nc(-c2ccc(Cl)cc2)oc1NCC1CCCO1 (configuration not stated)	-10%	-1%	?	-15%	?
23	CN(C)S(=O)(=O)c1cc(NC(=O)CN2CCOCC2)ccc1Cl	3%	-23%	-5%	5%	74%[activator]
24	CCN1C(=O)c2ccccc2S(=O)(=O)c2ccc(C(=O)NCc3ccccc3)cc21	-20%	-7%	-20%	-20%	-14%

item	G9a inh	Apoferritin bind	BLM inh	APE1 inh
13	-32%[59 µM]	-5%	-13%	/
14	7.1µM*	?	-14%	-9%
15	-17%	/	/	4%
16	?	/	/	-7%
17	50µM*	-17%	-5%	1%
18	/	-2%	-3%	-2%
19	-3%	/	/	-2%
20	0%[2.33 µM]	4%	-1%	13%
21	25%	-11%	-4%	13%
22	?	-12%	-5%	-1%
23	23%	-4%	-3%	-3%
24	1%[59 µM]	-20%	-7%	/

item	smiles	POLB inh	Pol kappa inh	BAZ2B inh	POLH inh	POLI inh
25	CCOC(=O)N1CCC(NC(=O)CN2C(=O)C(CC)Oc3ccc(C)cc32)CC1 (configuration not stated)	-17%	-6%	-3%	6%	19%
26	Cc1ccc(S(=O)(=O)Cc2ccc(C(=O)NC3CCCCCC3)o2)cc1	-3%	6%	-12%	-9%	?
27	COc1cc(/C=N/NC(=O)NC2CCCCC2)cc(OC)c1O	-9%	-1%	-14%	-7%	14%
28	Cc1cc(Cl)cc(C)c1OCC(=O)NC1CCCCCC1	/	-6%	/	-21%	18%
29	O=c1cccccc1NN=C1CCCCCC1	14%	-16%	1%	-16%	164%[activator]
30	CC1CCCCN1C(=O)c1cc(S(=O)(=O)N2CCCCC2)c[nH]1 (configuration not stated)	82%	-4%	1%	-1%	0%
31	CCc1ccc(NC(=O)N(Cc2c[nH]c3ccccc23)C2CCCCC2)cc1	7%	1%	/	-8%	-5%
32	O=C(c1ccc(S(=O)(=O)N2CCOCC2)cc1)N1CCc2ccccc21	20%	-10%	25%	-13%	20%
33	CCOc1ccc(N(CC(=O)NCCOc2ccc(C)cc2)S(=O)(=O)c2ccccc2)cc1	-14%	-13%	-13%	-19%	76%[activator]
34	O=C(Nc1ccc(N2CCCC2)cc1)c1cc2ccccc2o1	13%	-2%	25µM*	-5%	12%
35	O=C(NCCO)c1cccc(Nc2nc(-c3ccccc3)c3cc(Cl)ccc3n2)c1	-3%	-7%	?	-21%	?
36	O=c1[nH]c2cc3c(cc2cc1C(c1nnnn1CC1CCCO1)N1CCCCCC1)OCCO3 (configuration not stated)	6%	-24%	?	-8%	8%

item	G9a inh	Apoferritin bind	BLM inh	APE1 inh
25	12%[12.7 µM]	0%	0%	4%
26	25%	-10%	1%	-5%
27	50µM*	-8%	-3%	2%
28	/	/	/	-15%
29	?	-22%	-4%	-1%
30	/	-12%	-1%	2%
31	-36%[59 µM]	-23%	1%	/
32	-5%	-6%	0%	56%[activator]
33	37%	-6%	-3%	5%
34	/	-14%	-14%	4%
35	4%[0.501 µM]	-8%	-12%	-5%
36	11µM*	-14%	-1%	-1%

Shown as a hit in BAZ2B inh, of those listed so far:
| item | molecule | Pol kappa inh | BAZ2B inh | POLH inh | POLI inh | G9a inh | Apoferritin bind | BLM inh | APE1 inh |
| --- | --- | --- | --- | --- | --- | --- | --- | --- | --- |
| 34 | O=C(Nc1ccc(N2CCCC2)cc1)c1cc2ccccc2o1 | -2% | 25µM* | -5% | 12% | / | -14% | -14% | 4% |

Individual results from above:
BLM inh, cpd 36 stands at -1%
Apoferritin bind, cpd 25 stands at 0%

Other structures
item	smiles	POLB inh	Pol kappa inh	BAZ2B inh	POLH inh	POLI inh
37	CCc1ccc(C(=O)c2cnc3ccc(F)cc3c2S(=O)(=O)c2ccccc2)cc1	8%	-10%	?	-5%	2%
38	COC(=O)CCC(=O)CN	1%	-9%	-27%	-7%	2%
39	O=C(Nc1nc(-c2ccc(Cl)s2)cs1)c1ccccc1	6%	-7%	3%	-9%	?
40	CC(NC(=O)c1cc2ccccc2o1)C(=O)O (configuration not stated)	-14%	-5%	-19%	6%	1%
41	Cc1nc(SCc2ccccc2C#N)n[nH]1	18%	-13%	-5%	3%	?
42	Cc1ccc(-c2cn3cccnc3n2)cc1NC(=O)c1ccc(Br)o1	-2%	-12%	12%	-3%	-18%[58.9 µM]
43	CCOC(=O)N1CCN(C(=O)CN(c2ccc(OCc3ccccc3)cc2)S(C)(=O)=O)CC1	11%	-12%	-4%	-13%	-2%
44	Cc1oc(-c2ccoc2)nc1CN(CC1CCC(=O)N1)C(C)C (configuration not stated)	10%	-9%	-2%	-6%	49%[activator]
45	COc1ccc(C2c3c(n[nH]c3C)CC(C)(O)C2C(C)=O)cc1OC (configuration not stated)	51%	8%	?	6%	4%
46	CCOC(=O)c1ccccc1NC(=O)Cn1c(=O)n(-c2ccc(CC)cc2)c(=O)c2c(C)c(C(=O)N(C)C)sc21	1%	-1%[60.1 µM]	-9%	-8%	-13%

item	G9a inh	Apoferritin bind	BLM inh	APE1 inh
37	?	-5%	-4%	/
38	11%[12.7 µM]	13%	-11%	6%
39	2%[12.7 µM]	-11%	-16%	1%
40	?	-5%	-1%	2%
41	/	-8%	2%	1%
42	18%[59 µM]	58%[activator]	-3%	10%
43	5%[59 µM]	-12%	-5%	-9%
44	1%	-10%	-3%	-3%
45	?	1%	-2%	-2%
46	-13%[59 µM]	1%	-9%	/

Entries above that contain fluorine, in the order listed:
item	smiles	POLB inh	Pol kappa inh	BAZ2B inh	POLH inh	POLI inh
3	N#CCCN(C(=O)COC(=O)c1ccc2c(=O)n3c(nc2c1)CCC3)c1ccc(F)cc1	0%	-2%	-11%	1%	-3%
15	COc1ccccc1N(CC(=O)Nc1ccc(Br)cc1F)S(=O)(=O)c1cccs1	/	-9%	8%	-7%	17%
37	CCc1ccc(C(=O)c2cnc3ccc(F)cc3c2S(=O)(=O)c2ccccc2)cc1	8%	-10%	?	-5%	2%

item	G9a inh	Apoferritin bind	BLM inh	APE1 inh
3	-23%	-10%	1%	-8%
15	-17%	/	/	4%
37	?	-5%	-4%	/

Some of these compounds in order of their number in APE1 inh, largest number first.
#	Compound	Pol kappa inh	BAZ2B inh	POLH inh	POLI inh	G9a inh	Apoferritin bind	BLM inh	APE1 inh
15	COc1ccccc1N(CC(=O)Nc1ccc(Br)cc1F)S(=O)(=O)c1cccs1	-9%	8%	-7%	17%	-17%	/	/	4%
26	Cc1ccc(S(=O)(=O)Cc2ccc(C(=O)NC3CCCCCC3)o2)cc1	6%	-12%	-9%	?	25%	-10%	1%	-5%
6	COc1ccc([C@H]2CC(=O)C=C(c3cc(Br)ccc3OC)C2)cc1	-11%	/	-2%	5%	/	/	/	-20%

Screening data deposited in PubChem BioAssay by National Center for Advancing Translational Sciences (NCATS).
